Screens as filed in PubChem BioAssay.
PMI act = phosphomannose isomerase (human) activation; P34949; purified human PMI, coupled resazurin fluorescence, 20 min; hits give high values; 1 = vehicle control, 0 substrate-free wells; activation factor at 20 µM; actives 0.005% (n = 190,000);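 active = activation factor of 2 or more at 20 µM, relative to plate controls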
Target sequence (P34949 whole entry, looked up): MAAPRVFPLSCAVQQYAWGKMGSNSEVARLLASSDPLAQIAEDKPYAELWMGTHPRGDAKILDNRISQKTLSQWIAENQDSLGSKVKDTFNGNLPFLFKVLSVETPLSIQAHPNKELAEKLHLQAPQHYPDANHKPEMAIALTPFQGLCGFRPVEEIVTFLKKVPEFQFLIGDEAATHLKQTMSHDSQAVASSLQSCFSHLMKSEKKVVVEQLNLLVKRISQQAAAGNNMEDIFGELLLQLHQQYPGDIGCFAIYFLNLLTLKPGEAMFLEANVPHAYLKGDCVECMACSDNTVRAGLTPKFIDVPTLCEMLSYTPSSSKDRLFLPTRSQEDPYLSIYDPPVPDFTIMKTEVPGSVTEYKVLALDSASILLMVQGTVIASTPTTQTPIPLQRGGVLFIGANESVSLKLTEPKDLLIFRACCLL
L major viab = reduces viability of Leishmania major promastigotes; inhibition, % at 10 µM; actives 9% (n = 200,000); resazurin fluorescence viability; in the data active = inhibition above about 50%;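 also: promastigotes grown with compound for 44 hours at 28 °C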
Efa HMGR inh = inhibitors of class II HMG-CoA reductase from Enterococcus faecalis; actives 0.41% (n = 190,000); purified E. faecalis HMGR, NADPH absorbance 340 nm kinetic; AID 1066; inhibition, % at 10 µM;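 active = inhibition above a set limit, the median over all tested compounds plus 3 SD, cut at about 9.5% in these data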;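 also: enzyme runs in reverse so mevalonate oxidation gives rising NADPH absorbance; 0% = complete reaction with DMSO and 100% = background rate lacking mevalonate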
Hsp70 activator = transcriptional activators of Hsp70; AID 1203; activation, % at 10 µM; actives 0.04% (n = 200,000); HeLa Hsp70 promoter luciferase reporter, luminescence; scaled: vehicle 0, proteasome-inhibitor control 100%;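 active = activation above the mean across all tested compounds plus 3 SD, cutoff set per campaign, cut at about 5.5% in these data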;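 also: 100% = MG132 at 30 µM as the positive control and 0% = DMSO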
TNAP inh hi DEA = blocks human TNAP under high phosphate acceptor concentration. actives 0.03% (n = 200,000). AID 1135. inhibition, % at 20 µM. purified TNAP, CDP-star luminescence, 1 M DEA;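 active = over 50% inhibition of tissue-nonspecific alkaline phosphatase at 20 µM in the single-dose screen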;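 also: plate controls were DMSO wells for no effect and EDTA-quenched wells as full inhibition for full effect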
Target sequence (P05186 whole entry, looked up): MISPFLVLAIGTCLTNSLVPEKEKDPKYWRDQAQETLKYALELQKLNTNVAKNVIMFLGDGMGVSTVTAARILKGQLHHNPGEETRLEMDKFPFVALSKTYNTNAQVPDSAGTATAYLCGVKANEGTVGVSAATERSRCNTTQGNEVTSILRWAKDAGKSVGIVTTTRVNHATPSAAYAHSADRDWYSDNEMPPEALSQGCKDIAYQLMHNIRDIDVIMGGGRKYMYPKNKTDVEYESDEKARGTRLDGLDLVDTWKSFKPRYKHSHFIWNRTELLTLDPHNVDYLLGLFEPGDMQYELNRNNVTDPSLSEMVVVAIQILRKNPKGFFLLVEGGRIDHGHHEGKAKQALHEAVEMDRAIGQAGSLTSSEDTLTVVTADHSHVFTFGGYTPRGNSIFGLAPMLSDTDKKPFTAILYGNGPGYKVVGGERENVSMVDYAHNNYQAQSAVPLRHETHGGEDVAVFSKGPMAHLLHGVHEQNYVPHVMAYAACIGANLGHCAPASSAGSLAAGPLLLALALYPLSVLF
S1P3 antagonist = antagonists of human S1P3 receptor | AID 485 | inhibition, % at 4.98 µM | actives 0.27% (n = 170,000) | Q99500 | CHO S1P3 NFAT-BLA reporter, FRET fluorescence, antagonist mode;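 active = inhibition above the plate cutoff, the mean inhibition of test wells on that plate plus 3 SD, cut at about 28% in these data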;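 also: cells challenged with S1P at its EC80 of 0.8 µM; blue over green emission ratio from cleaved BLA substrate after 4 h stimulation; 0% = S1P-stimulated wells and 100% = unstimulated DMSO-only wells; some compounds past the cut are filed as inactive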
PMI act satM6P = increases human PMI activity with near-saturating mannose 6-phosphate; activation factor at 20 µM; P34949; actives 0.34% (n = 190,000); coupled PMI enzyme assay, resazurin fluorescence, 20 min; hits give high values; 1 = untreated enzyme, 0 = substrate-free blank; AID 1216;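 active = activation factor of 2 or more at 20 µM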
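Technique: Diaphorase-driven resazurin-to-resorufin fluorescence, excitation 544, emission 590 nm | Assay system: Human PMI in coupled enzyme assay | Times: Enzyme reaction with compound 20 min at room temperature | Medium: HEPES-buffered pH 7.4 with magnesium and detergent | Reagent: Mannose-6-phosphate 1.0 mM (near-saturating) plus 0.22 mM NADP+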
Redox H2O2 prof = compounds producing H2O2 with reducing agent – biochemical, NIH compound library profiling, artefact control for MLSCN library redox annotation, primary screen; DTT-dependent redox cycling H2O2, phenol red/HRP absorbance; 100% = 100 µM peroxide control, 0% = buffer; activation, % at 10 µM; actives 0.03% (n = 200,000); AID 878;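 active = activation of at least 50% relative to the plate's high and low controls in the primary single-dose screen; inactive = activation below 50%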;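 also: compound incubated with DTT at 0.8 mM final as the reducing agent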
TNAP inh noacc = TNAP (human) inhibition, acceptor-free conditions; purified TNAP, CDP-star luminescence, 30 min; inhibition, % at 20 µM; actives 0.26% (n = 200,000);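 active = tissue-nonspecific alkaline phosphatase inhibition above about 50% at 20 µM in the single-dose screen, limit read from the data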;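 also: 0% = DMSO negative control and 100% = EDTA positive control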
RAM inhibit = inhibitors of the yeast RAM network; AID 868; actives 1.8% (n = 190,000); S. cerevisiae dse1pr::URA3 reporter, 5-FOA growth OD615, 2 d; analog-sensitive cbk1-as2 kinase mutant strain; inhibition, % at 50 µM;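 active = inhibition above a set limit, 3 SD over mean compound inhibition, cut at about 8.4% in these data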;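 also: 0% = DMSO-only wells with no growth and 100% = 10 µM 1-NA-PP1 full growth; inhibition rescues growth on 5-FOA so higher OD means more RAM inhibition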
Active calls of the source: *; / = no result given.

SMILES	PMI act	L major viab	Efa HMGR inh	Hsp70 activator	TNAP inh hi DEA	S1P3 antagonist	PMI act satM6P	Redox H2O2 prof	TNAP inh noacc	RAM inhibit
Cc1cc2ccccn2c1C(=O)c1cccc([N+](=O)[O-])c1	0.9	-8	-2	-0.1	5	-3	1	-0.3	3	1.4
Cn1c(=O)n(C)c2cc([N+](=O)[O-])c(N3CCN(C(=O)c4ccccc4Br)CC3)cc21	0.8	5	1	-0.2	4	10	0.8	-0.7	1	0.4
COc1ccccc1CNC(=O)CSc1nnc2ccc(-c3cccnc3)nn12	1	4	-4	-0.3	-1	-10	1	-1.5	-2	1.6
Cc1cc(Br)ccc1OCC(=O)NNC(=O)c1cnccn1	0.8	19	1	-0.3	-5	0	0.8	-0.3	-169	0.1
CCOC(=O)C(C)Sc1ncnc2c1c(-c1ccccc1)cn2-c1ccc(OC)cc1 (centres undefined)	0.9	10	-2	-0.4	0	-10	0.9	1.5	-11	1.4
O=C(CCSc1nnc(-c2ccco2)o1)N1CCOCC1	1.1	-7	-2	-0.2	1	13	1	0.1	-5	1.8
CC1CCN(Cc2nc(-c3ccccc3)no2)CC1	/	-4	-3	1.6	/	-7	/	-0.9	/	0.3
Cc1cc(-c2csc(NC(=O)c3ccc(C#N)cc3)n2)c(C)n1Cc1ccco1	1	51*	1	-0.3	-5	-23	0.9	-0.6	-8	4.1
CCOC(=O)C1=C(C)NC(=O)NC1c1ccco1 (centres undefined)	1.1	-5	0	0.2	-3	/	1.1	-0.6	-7	-1.1
CCNc1nc(NC(C)C)nc(OCCOC(=O)Nc2ccccc2)n1	1	7	-4	-0.1	-1	/	1	0.7	-3	1.7
Cc1cc(C)c2c(NC(=S)Nc3ccccc3)n[nH]c2n1	0.9	-1	0	0.0	-2	5	1	-1.6	-50	2.9
COc1ccccc1Nc1nc(-c2sc(NC(=O)c3ccc([N+](=O)[O-])cc3)nc2C)cs1	0.9	5	-3	-0.3	17	/	0.9	2.4	13	7.5
Cc1c(Br)c([N+](=O)[O-])nn1CC(=O)NCc1cccnc1	1	9	-7	-0.5	1	/	1	0.3	-15	-0.2
CN1CCN(CC(=O)Nc2ccc(Cl)cc2Cl)CC1	0.9	3	1	-0.2	0	-13	0.9	-0.7	-7	1.3
COc1ccc2c(CCNC(=O)Nc3ccccc3)c[nH]c2c1	1	29	-5	-0.3	-9	-4	1	-0.2	-12	-1.6
COc1ccc(OC)c([C@@H]2OCCC=C[C@H]2C)c1	1	-1	2	-0.2	0	0	1	0.2	-9	1.4
Cc1nn(Cc2c(F)c(F)c(F)c(F)c2F)c(C)c1NC(=O)c1ccc(COc2ccccc2Cl)o1	0.8	12	-1	-0.2	-5	/	0.9	12	-9	2.6
CCn1c(-c2ccc(C)cc2)nn(CC(=O)NCCc2ccccc2)c1=S	1	25	-3	-0.5	-2	-4	1	-0.2	-5	3.1
O=C1CCC/C(=N\NC(=O)c2ccc(COc3ccccc3-c3ccccc3)cc2)C1	0.9	18	2	-0.1	-2	-9	0.9	0.6	-2	3.6
COc1ccc(C(C)=O)cc1CSc1nnc(Nc2ccccc2)s1	0.9	38	3	-0.1	-4	9	0.9	/	1	6.0
CC1(C)CC2CC(C)(CN2C(=O)COC(=O)c2cc(Cl)cc(Cl)c2N)C1 (centres undefined)	0.9	21	5	0.3	-10	/	0.9	0.1	-13	0.8
O=C(Nc1ccccc1)c1c(F)c(F)c(F)c(F)c1F	1	20	0	-0.1	-12	/	1	-2.0	-11	0.5
COC(=O)c1cc2c(ccn2C)n1C	0.9	-2	-7	-0.3	-4	-8	0.6	-1.2	-9	-0.1
CCOc1cc(CN2CCN(C(=O)c3ccco3)CC2)ccc1OC	0.8	-5	-2	-0.2	0	-7	0.9	-2.3	-7	0.1
O=C(Nc1ccc(F)cc1)C1CC(=O)n2ncnc2N1 (centres undefined)	1	18	-3	0.1	-7	3	1.1	0.0	-11	1.7
Continued.
SMILES	PMI act	L major viab	Efa HMGR inh	Hsp70 activator	TNAP inh hi DEA	S1P3 antagonist	PMI act satM6P	Redox H2O2 prof	TNAP inh noacc	RAM inhibit
CN(CC(=O)N1CCN(c2ccc(F)cc2)CC1)S(=O)(=O)c1ccc(F)cc1	0.9	29	-6	-0.4	-2	-39	0.9	3.0	-10	1.1
Cc1cc(C)c(NC(=O)c2ccc(CNS(=O)(=O)c3cc(C(F)(F)F)ccc3Cl)cc2)c(C)c1	0.8	-1	-3	0.1	-5	-25	1	-0.4	-1	5.1
Cc1cc(C)c2[nH]c(=O)c(CN(Cc3cccs3)C(=S)NCc3ccco3)cc2c1	0.9	99*	-2	-0.1	-1	-6	1	3.8	-8	4.8
CCC(CO)Nc1ncnc2c1cnn2-c1ccc(Cl)cc1 (centres undefined)	1.1	11	3	0.1	7	-2	1.1	-1.0	-1	2.2
Cc1cc(C)c(S(=O)(=O)Nc2cccnc2)c(C)c1	0.9	-3	-5	0.1	0	-2	0.8	-3.2	-10	0.8
CCCC1=[N+](CC)CCn2c(C)ccc21	0.8	1	-2	-0.4	-1	-25	0.9	-7.3	-16	1.1
C(=C\c1cccc2ccccc12)/c1nnc(-c2cccs2)o1	0.8	3	4	-0.1	-5	/	0.9	-3.1	-12	2.6
O=C(c1cc2cc(Cl)ccc2oc1=O)N1CCOCC1	1	-4	-2	0.1	-2	-20	1	0.1	0	-0.9
COC(CNC(=O)c1cc(Sc2nnc(C)s2)nc2ccccc12)OC	0.8	-1	0	-0.2	-1	-9	0.9	0.4	-5	-0.6
C=CCn1c(C(CCCC)CC(O)COCC(C)C)n[nH]c1=S (centres undefined)	0.9	-1	1	-0.5	-1	-8	0.9	-0.7	6	0.4
CCOC(=O)Cn1nc(C)n(-c2ccc(C(C)C)cc2)c1=O	1	6	-6	0.2	-3	/	0.9	0.4	3	1.3
Cc1ccc(S(=O)(=O)/C(=C/Cl)NC(=O)c2ccccc2)cc1	1.3	99*	1	-0.3	-5	-6	1.2	0.1	2	-0.3
O=S(=O)(/N=C(/Nc1ccc(Cl)c(S(=O)(=O)Nc2ccccc2Cl)c1)c1ccc(F)cc1)c1ccccc1	1	4	-2	-0.1	0	-12	0.9	-0.5	-6	8.0
O=C(Nc1cccnc1)c1cccc(F)c1	1	-3	4	0.6	-5	-10	1	-0.1	-12	0.5
O=C(O)c1cc([N+](=O)[O-])c(NCCC2=CCCCC2)c([N+](=O)[O-])c1	1	-8	2	-0.2	13	-10	0.9	-0.6	4	-0.5
Cc1nn(C)c(Cl)c1C(=O)NCC(=O)NCc1ccccc1	1	14	-3	-0.3	-4	2	1	0.2	-9	0.8
O=C(CCCn1c(=O)[nH]c2cc(Cl)ccc2c1=O)NCCCN1CCCC1	1	-1	-7	0.1	-4	/	1	0.0	-21	1.6
COc1ccc(OC)c(/C=C/C(=O)N2C(=O)c3cccc(N)c3C2=O)c1	1	-1	-5	-0.3	-7	7	0.9	-0.7	-11	4.2
O=S(=O)(c1ccc(Cl)cc1)n1ccc2cccnc21	1.1	16	-9	-0.1	-1	/	1.1	-2.4	-11	-0.3
Cc1cccc(C(C)(C)C)c1OCCn1ccnc1	0.9	99*	-6	-0.4	-6	-11	1	2.5	-22	0.8
O=S(=O)(c1ccccc1)N(Cc1ccccc1)c1ccccn1	0.9	9	3	0.5	-9	/	1	0.6	-7	3.6
Cc1ccc(S(=O)(=O)N(CC(=O)NCCC2=CCCCC2)Cc2ccccc2)cc1	0.9	42	-7	-0.3	-2	/	0.9	0.0	-7	6.5
CC(C)Nc1nc(SCC(N)=O)nc(N2CCOCC2)n1	1	-7	0	-0.4	-5	/	1	0.2	-15	1.1
O=C(OCc1ccccc1)C1=[N+]([O-])OC(C(=O)OCc2ccccc2)C1c1c[nH]c2ccccc12 (centres undefined)	0.8	1	2	0.1	-4	/	0.9	-12	-12	12*
Clc1ccc(-c2c[n+](Cc3ccc(Cl)c(Cl)c3)c3n2CCC3)cc1	1	99*	-2	-0.4	-9	4	1	0.8	-12	1.2

The last 2 compounds of the part above open the next one.
SMILES	PMI act	L major viab	Efa HMGR inh	Hsp70 activator	TNAP inh hi DEA	S1P3 antagonist	PMI act satM6P	Redox H2O2 prof	TNAP inh noacc	RAM inhibit
O=C(OCc1ccccc1)C1=[N+]([O-])OC(C(=O)OCc2ccccc2)C1c1c[nH]c2ccccc12 (centres undefined)	0.8	1	2	0.1	-4	/	0.9	-12	-12	12*
Clc1ccc(-c2c[n+](Cc3ccc(Cl)c(Cl)c3)c3n2CCC3)cc1	1	99*	-2	-0.4	-9	4	1	0.8	-12	1.2
CCc1ccccc1N/N=C(/C)c1c(O)cc(C)oc1=O	1.7	-7	-1	-0.1	0	6	2.7*	-0.6	-8	-1.0
COc1ccc(CN2C(=O)c3c(c(C)n(C)c3C)C2C(=O)NC2CCC(C)CC2)cc1 (centres undefined)	0.9	9	-3	-0.4	-4	-4	1	-0.6	-14	4.3
COc1ccccc1N1CC(C(=O)OCC(=O)c2ccc(F)cc2)CC1=O (centres undefined)	1.1	-2	2	-0.5	-6	/	1.1	-0.3	-6	-0.7
Cc1c(NC(=O)C(C)OC(=O)C23CC4CC(CC(Br)(C4)C2)C3)c(=O)n(-c2ccccc2)n1C (centres undefined)	1.1	-3	3	-0.1	-5	-8	1.1	-2.1	-9	3.0
COc1ccccc1-n1c(=S)[nH]c2c(sc(=S)n2-c2ccc(C)cc2C)c1=O	0.7	-7	-2	-0.3	-6	10	0.9	-0.3	-12	9.1*
COc1ccc(S(=O)(=O)N(CC(=O)Nc2ccc3c(c2)OCO3)c2ccccc2OC)cc1	0.9	15	-5	0.4	-2	-8	0.8	0.9	-3	5.4
CS(=O)(=O)NN1C(=O)c2ccccc2NC1c1ccccc1 (centres undefined)	1	-5	-8	0.4	0	-5	1	13	-7	1.0
O=[N+]([O-])c1ccc(Cl)cc1Sc1cccc2cccnc12	1.1	-1	5	0.0	-3	/	1.1	-0.3	-12	3.2
CCNc1nc(SCc2ccccc2)nc(N2CCOCC2)n1	1	15	-2	-0.3	-2	10	1	-0.1	-7	0.9
Cc1nnc(NC(=O)C2CCCO2)s1 (centres undefined)	1	15	0	0.0	0	1	1	0.4	-3	4.4
CCn1c(CNC(=O)c2ccccc2F)nnc1SCC(=O)NC1CCCCC1C (centres undefined)	1.1	-6	-2	0.0	-5	-12	1.1	-0.2	-12	1.1
O=C(Nc1ccc(S(=O)(=O)Nc2ncccn2)cc1)c1ccc(S(=O)(=O)N2CCCC2)cc1	1	18	1	0.1	-1	-8	1	0.2	-9	4.3
CCOC(=O)CCC(=O)c1c(C)oc2ccc(OC)cc12	1	-5	-6	-0.3	-7	-75	1	0.2	-9	1.5
O=C(NC1CC1)c1ccc2c(c1)ncn2C1CCCC1	1.2	1	1	-0.5	-3	12	1.1	-1.2	-3	-0.4
O=C(/C=C/c1ccc(Cl)cc1Cl)c1nc2ccccc2[nH]1	1.1	99*	4	0.4	0	/	1	-3.4	-7	2.1
COc1ccccc1NC(=S)NNC(=O)c1nn(C)cc1Cl	1	-5	6	0.0	-6	/	1	-5.0	-128	-0.6
